Assay outcomes as filed in PubChem BioAssay.
UBC9 SUMO inh: inhibitors of human SUMOylation (UBC9); P63279; HTRF SUMOylation assay, SAE1/SAE2 + UBC9, in vitro; inhibition, % at 35 µM; hit rate 0.36% among 290,000; AID 2006; in the data active means inhibition above about 50%, passing the limit was not always enough; further: strong numbers were not always called active
Target sequence (P63279 whole entry, looked up): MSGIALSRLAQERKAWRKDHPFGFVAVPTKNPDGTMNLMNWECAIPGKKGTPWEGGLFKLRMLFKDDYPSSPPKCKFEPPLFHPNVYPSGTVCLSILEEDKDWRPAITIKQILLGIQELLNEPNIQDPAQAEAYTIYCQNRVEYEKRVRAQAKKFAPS
DNA FID counter: fluorescent intercalator displacement, NS3 helicase counter-screen; DNA fluorescent intercalator displacement, fluorescence; inhibition, % at 7.9 µM; hit rate 0.17% among 290,000; in the data active means inhibition above about 37%;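 further: 0% = vehicle and 100% = reference compound; higher means more ethidium bromide displaced from hairpin DNA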
MEKK2 mut-MEK5: signal of MEK5 binding to mutant human MEKK2 PB1 domain. bead flow cytometry, Alexa488-MEK5 binding to MEKK2 mutant. percent response, % at 10 µM. hit rate 0.35% among 290,000. AID 1530; in the data active means percent response above about 24%, passing the limit was not always enough; further: inactives centre near 1; some results filed as inactive read as strong as hits
M18AAP inhibitor: PfM18AAP enzyme inhibition. inhibition, % at 7.35 µM. AID 1822. recombinant PfM18AAP, H-Glu-NHMec fluorogenic cleavage. hit rate 1.2% among 290,000;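 active means inhibition above the campaign mean inhibition over all tested compounds plus 3 SD, cut at about 28% in these data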;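 further: 0% = plate median of test compound wells and 100% = 2 mM ZnCl2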
IMP-1 inhibitor: inhibitors of Pseudomonas aeruginosa IMP-1 metallo-beta-lactamase; AID 1556; hit rate 0.45% among 290,000; inhibition, % at 5.6 µM; purified IMP-1, nitrocefin hydrolysis, epi-absorbance fluorescence;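 active means inhibition above the mean plus 3 SD of all compounds in the same screening run, cut at about 4.5% in these data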;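 further: 0% = IMP-1 with DMSO and 100% = DMSO wells lacking enzyme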
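System: Purified recombinant IMP-1 metallo-beta-lactamase enzyme | Measured by: Fluorescence quenching readout, ex 480/em 530 nm | Replication: Singlicate | Incubation: 15 min preincubation plus 25 min reaction at 25 °C | Evaluation: Percent inhibition from optical density relative to buffer-blank wells | Benchmarks: DMSO with and without IMP-1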
MEKK2 WT-MEK5: raises or lowers MEK5 binding to wildtype human MEKK2 PB1 domain; Q9Y2U5; bead flow cytometry, Alexa488-MEK5 binding to MEKK2 WT; actives lie on both sides; binding response (% of control), % at 10 µM; hit rate 1.1% among 290,000; AID 1531; in the data active means binding response below about 67% or above about 130%
VIM-2 inhibitor: inhibitors of Pseudomonas aeruginosa VIM-2 metallo-beta-lactamase. purified VIM-2, nitrocefin hydrolysis, epi-absorbance fluorescence. inhibition, % at 5.6 µM. hit rate 0.89% among 290,000;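 active means inhibition above the mean of all tested compounds plus 3 SD, cutoff set per screening run, cut at about 7.5% in these data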;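 further: red hydrolysis product quenches plate fluorescence so inhibitors raise well fluorescence; 0% = enzyme with DMSO and 100% = DMSO without enzyme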
NALP1 inh: inhibitors of NALP1 inflammasome in yeast. S. cerevisiae NALP1/ASC/caspase-1 growth, X-gal OD620, 72 h. inhibition, % at 10 µM. hit rate 0.61% among 280,000. AID 2071; in the data active means inhibition mostly above about 24%, no sharp cut-off; inactive means mostly below about 32%; further: some compounds called inactive have numbers as strong as hits
NS3 helicase inh: inhibitors of Hepatitis C virus NS3 helicase; hit rate 0.56% among 290,000; NS3 helicase DNA unwinding, Cy5 molecular beacon fluorescence; AID 1800; inhibition, % at 10.9 µM;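 active means inhibition above the mean of all tested compounds plus 3 SD, set per campaign, cut at about 35% in these data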;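 further: 0% = DMSO wells and 100% = thioflavine S control wells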
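System: Hepatitis C virus NS3 helicase domain fragment enzyme | Reagent: Annealed dual-labelled DNA beacon duplex, ATP-started | Compound dosing: 10.9 µM single point, 0.8% DMSO | Incubation: 1 h reaction at 25 °C, ATP-initiated | Technique: Cy5 fluorescence | Evaluation: Percent inhibition from t60/t0 fluorescence ratio | Benchmarks: Low DMSO, high thioflavine S at 110 µM | Replication: Singlicate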
Numbers without * were called inactive; . = not tested or not shown; [ ] = remark or other dose.

1) O=C(O)c1ccc(-n2c(-c3ccccc3)n[nH]c2=S)cc1
2) Cc1cccc(C)c1N(CC(=O)Nc1cccc(N(C)S(C)(=O)=O)c1)S(C)(=O)=O
3) COc1ccc(NS(=O)(=O)c2cc(NC(=O)/C=C/c3cccs3)ccc2N2CCOCC2)cc1
4) COC(=O)CC/C(O)=C1\C(=O)CC(C)(C)CC1=NCc1nc2ccccc2[nH]1
5) O=C(O)/C=C/c1ccc([N+](=O)[O-])o1
6) Cc1ccc(NC(=O)C2CCCN(S(=O)(=O)c3c(C)noc3C)C2)nc1 (stereo not drawn)
7) CN(CC(=O)NC1CCN(Cc2ccccc2)CC1)S(=O)(=O)c1ccc(Br)s1
8) Cc1nc(NC(=O)c2ccc(Cl)cc2)sc1-c1csc(Nc2cccc(F)c2)n1
entry no.,1,2,3,4,5,6,7,8
UBC9 SUMO inh,17,23,11,13,7,-1,-6,10
DNA FID counter,-1,-14,-3,-18,1,-11,17,10
MEKK2 mut-MEK5,6,0,1,2,-55,2,-2,2
M18AAP inhibitor,17,0,0,3,5,1,0,4
IMP-1 inhibitor,-6.0,-4.1,-0.2,-3.0,-2.2,-3.6,-0.9,-1.5
MEKK2 WT-MEK5,106,103,94,99,115,109,101,107
VIM-2 inhibitor,2.4,-1.6,-1.3,-2.5,-1.4,-3.3,-0.2,0.2
NALP1 inh,3,27,.,0,0,1,30,12
NS3 helicase inh,7,0,-5,5,6,0,-4,-6

Entries from the list above with a COOH group:
1) O=C(O)c1ccc(-n2c(-c3ccccc3)n[nH]c2=S)cc1
5) O=C(O)/C=C/c1ccc([N+](=O)[O-])o1
entry no.,1,5
UBC9 SUMO inh,17,7
DNA FID counter,-1,1
MEKK2 mut-MEK5,6,-55
M18AAP inhibitor,17,5
IMP-1 inhibitor,-6.0,-2.2
MEKK2 WT-MEK5,106,115
VIM-2 inhibitor,2.4,-1.4
NALP1 inh,3,0
NS3 helicase inh,7,6

Ordered by value in M18AAP inhibitor (descending): 3 from the list above.
#	Compound	M18AAP inhibitor
8	Cc1nc(NC(=O)c2ccc(Cl)cc2)sc1-c1csc(Nc2cccc(F)c2)n1	4
6	Cc1ccc(NC(=O)C2CCCN(S(=O)(=O)c3c(C)noc3C)C2)nc1 (stereo not drawn)	1
3	COc1ccc(NS(=O)(=O)c2cc(NC(=O)/C=C/c3cccs3)ccc2N2CCOCC2)cc1	0

(continued)
9) COc1ccccc1N(CC(=O)NCc1ccc(F)cc1)C(=O)CCC(=O)Nc1nccs1
10) COCCCC1CCN(C(=O)CCc2nnc(CCCCc3ccccc3)o2)CC1
11) Cc1cccc2cc(/C=N/NC(=O)[C@H]3C[C@@H]3c3ccccc3)c(Cl)nc12
12) COCCCNC(=O)c1ccc2nc(Cc3ccc(OC)cc3)oc2c1
13) Cc1ccc(S(=O)(=O)NC(=O)COc2ccccc2C(N)=O)cc1
14) CCCN(CCC)CCCNC(=S)Nc1ccc2nc(N3CCCC3)cc(C)c2c1
15) O=C(O)/C(=C/c1ccco1)c1ccccc1
16) O=C(NC1CCCCC1)C(c1ccc2ncccc2c1)N(Cc1ccc2c(c1)OCO2)C(=O)c1cccs1 (stereo not drawn)
entry no.,9,10,11,12,13,14,15,16
UBC9 SUMO inh,-3,25,28,1,26,-8,9,17
DNA FID counter,-42,-43,-15,-20,1,43*,1,-4
MEKK2 mut-MEK5,-6,-10,3,-15,-4,43,1,-1
M18AAP inhibitor,-4,3,-6,3,-13,0,7,-2
IMP-1 inhibitor,-2.1,-2.4,-3.9,-2.3,-2.4,-0.6,-2.8,-1.9
MEKK2 WT-MEK5,94,86,103,16*[inhibitor],97,156*,102,98
VIM-2 inhibitor,-1.9,-4.4,-2.4,-2.6,-0.4,5.0,-2.0,-2.7
NALP1 inh,24,12,.,25*,15,20,8,11
NS3 helicase inh,5,1,9,3,-6,1,7,-6

17) O=C(CSc1ncc(-c2ccccc2)[nH]1)Nc1ccccc1F
18) S=C(NCc1cccnc1)Nc1ccc(Oc2ccc(Cl)cc2)cc1
19) COC(=O)c1ccccc1NS(=O)(=O)c1ccc(F)cc1
20) COc1ccc(N2C(=O)CS(=O)C(c3ccccc3)C2=O)cc1 (stereo not drawn)
21) COc1ccc(-c2nnc3sc(-c4cccs4)nn23)cc1OC
22) COc1ccc(-c2noc(=O)n2CC(=O)N2CCC(Cc3ccccc3)CC2)cc1
23) O=C(CCCCCN1C(=O)CCC1=O)Nc1ccc2c(c1)OCCO2
24) Cc1cc(C)cc(-n2c(C)cc(/C=C3\C(=N)N4N=C(CC(C)C)SC4=NC3=O)c2C)c1
entry no.,17,18,19,20,21,22,23,24
UBC9 SUMO inh,-5,11,2,-1,-1,0,-13,18
DNA FID counter,-7,-9,-3,-10,1,-11,-10,-10
MEKK2 mut-MEK5,-1,-17,-6,-6,0,-7,1,9
M18AAP inhibitor,-12,-8,-9,-102,-1,-2,-1,-3
IMP-1 inhibitor,-1.4,-1.7,-2.3,-0.5,-5.6,-1.2,0.0,-4.0
MEKK2 WT-MEK5,108,87,92,94,106,90,97,104
VIM-2 inhibitor,-2.2,-2.9,-1.9,-3.2,1.2,-2.7,-2.0,-0.6
NALP1 inh,7,6,-5,-1,20,6,6,32
NS3 helicase inh,6,-7,0,26,-3,-8,4,16
